High-throughput results from PubChem.
MITF primary = inhibitors of human MITF; AlphaScreen MITF homodimerization, bead proximity signal; inhibition, % at 2.6 µM; 650,000 tested, 0.91% active; AID 1259374; O75030; in the data active = inhibition above about 50%;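 note: 0% = vehicle wells with protein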
GPR151 ag = activators of human GPR151. Q8TDV0. PathHunter beta-arrestin GPR151 cells, luminescence. activation, % at 11.2 µM. 650,000 tested, 1% active; in the data active = activation above about 4.9%;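 note: 0% = median of compound wells and 100% = cells with positive control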
FBW7 activator = human FBW7 E3 ligase activation, primary screen; AlphaScreen FBW7–phospho-cyclin E peptide binding, activator screen; normalized activity (activation), % at 26.1 µM; AID 1259310; 650,000 tested, 0.13% active; Q969H0; in the data active = normalized activity above about 1.9%;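 note: purified mutant Fbw7 with reduced substrate affinity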
Target sequence (Q969H0 whole entry, looked up): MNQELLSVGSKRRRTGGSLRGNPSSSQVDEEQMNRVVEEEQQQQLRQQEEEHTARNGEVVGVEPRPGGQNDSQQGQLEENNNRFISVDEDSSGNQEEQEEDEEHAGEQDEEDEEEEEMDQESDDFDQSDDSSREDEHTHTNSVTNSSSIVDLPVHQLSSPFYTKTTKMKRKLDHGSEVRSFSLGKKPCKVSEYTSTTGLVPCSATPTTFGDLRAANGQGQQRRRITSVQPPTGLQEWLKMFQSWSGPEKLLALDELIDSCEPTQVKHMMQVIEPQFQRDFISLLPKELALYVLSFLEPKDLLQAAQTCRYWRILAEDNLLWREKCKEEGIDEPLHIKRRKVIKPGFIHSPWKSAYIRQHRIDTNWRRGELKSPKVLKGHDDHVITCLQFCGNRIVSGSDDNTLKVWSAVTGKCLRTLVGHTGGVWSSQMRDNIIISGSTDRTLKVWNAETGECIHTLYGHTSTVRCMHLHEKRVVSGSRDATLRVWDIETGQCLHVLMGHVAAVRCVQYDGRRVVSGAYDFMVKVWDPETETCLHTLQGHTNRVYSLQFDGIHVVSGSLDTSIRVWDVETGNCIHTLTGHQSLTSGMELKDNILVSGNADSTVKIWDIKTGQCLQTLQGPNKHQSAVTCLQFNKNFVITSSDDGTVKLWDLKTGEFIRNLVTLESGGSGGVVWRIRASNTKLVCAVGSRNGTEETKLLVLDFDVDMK
TEAD-YAP inh = TEAD-YAP interaction inhibition | HEK-TIYL cells, TEAD-Gal4/YAP UAS-luciferase luminescence | 640,000 tested, 1.4% active | inhibition, % at 9.12 µM | AID 1259422; in the data active = inhibition above about 32%;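 note: 0% = median of test compound wells and 100% = reference inhibitor wells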
* marks the source's active call; other numbers are inactive results.

1) CCCc1ccc(OCC(=O)Nc2ccc(S(=O)(=O)Nc3onc(C)c3C)cc2)cc1
2) CC1Oc2ccccc2OC1(O)c1ccccc1 (configuration not stated)
3) O=C(CN1CCN(Cc2ccccc2)CC1)N1CCCc2c1c(=O)oc1ccc(O)cc21
4) NC(=O)COC(=O)c1ccc2ncsc2c1
5) Cc1ccc2sc(N3CCN(C(=O)c4ccc(S(=O)(=O)N5CCCC5)cc4)CC3)nc2c1C
6) CC1CC(C)(C)N(C(=O)CNCc2cccs2)c2ccccc21 (configuration not stated)
7) O=C1c2ccncc2C(=O)N1c1ccc(Br)cc1
8) Cc1ccc(Cn2nc(C)c3cc(C(=O)OCC(N)=O)sc32)cc1
9) CCOc1ccc(NC(=O)CSc2nnc(CNC(=O)c3cccs3)n2-c2ccc([N+](=O)[O-])cc2)cc1
10) O=C(Cc1ccccc1)N1CCC(n2nnc3cc(C(F)(F)F)ccc32)CC1

Assay by compound | 1 | 2 | 3 | 4 | 5 | 6 | 7 | 8 | 9 | 10
MITF primary | 11 | -5 | -3 | -13 | -5 | 4 | 3 | -1 | -5 | 7
GPR151 ag | 1.0 | 1.8 | -0.1 | 0.7 | 0.1 | 4.3 | 0.3 | 0.4 | -0.9 | 1.1
FBW7 activator | 0.1 | 0.1 | -0.1 | 0.0 | -0.1 | -0.2 | -0.1 | 0.0 | -0.1 | 0.3
TEAD-YAP inh | 1 | -12 | 12 | 3 | 2 | -10 | -2 | 0 | 15 | 9

11) O=C(NCCN1CCOCC1)c1cc(-c2ccc(Br)cc2)on1
12) Cc1cccc(OCC(O)Cn2nc(C)cc2C)c1 (configuration not stated)
13) CCOc1ccc(NC(=S)NCc2nc3ccccc3[nH]2)cc1
14) CN(C)CCCOc1cc(-c2cn[nH]c2)c(F)cc1NC(=O)C(N)c1cccc(F)c1 (configuration not stated)
15) O=C(NCC1(c2ccccc2)CCCC1)c1ccc(Br)o1
16) C=CCN1CCN(C(c2ccc(N(C)C)cc2)c2nnnn2Cc2ccc(F)cc2)CC1 (configuration not stated)
17) CCN1CCN(CCCCOc2ccc(C)cc2C)CC1
18) O=C(c1ccccc1)N1N=C(c2ccc(Br)cc2)CC1c1ccccc1F (configuration not stated)
19) O=S(=O)(Nc1cccc(-c2nc3cc(Cl)ccc3o2)c1)c1ccccc1
20) O=S(=O)(c1ccccc1F)N1CCN(c2nc3ccccc3s2)CC1

Assay by compound | 11 | 12 | 13 | 14 | 15 | 16 | 17 | 18 | 19 | 20
MITF primary | 3 | -3 | 5 | 15 | -1 | 0 | 59* | -6 | 6 | 1
GPR151 ag | 2.8 | -0.2 | 0.1 | 0.0 | 0.2 | 0.2 | -0.4 | 0.0 | -0.7 | 2.2
FBW7 activator | -0.1 | 0.2 | 0.2 | -0.1 | 0.0 | -0.1 | 0.0 | 0.1 | 0.0 | -0.1
TEAD-YAP inh | -15 | 6 | 4 | 4 | 1 | -8 | -5 | -1 | -10 | -6

Quoted at random: 3 compounds from above.
13) CCOc1ccc(NC(=S)NCc2nc3ccccc3[nH]2)cc1
9) CCOc1ccc(NC(=O)CSc2nnc(CNC(=O)c3cccs3)n2-c2ccc([N+](=O)[O-])cc2)cc1
4) NC(=O)COC(=O)c1ccc2ncsc2c1

Assay by compound | 13 | 9 | 4
MITF primary | 5 | -5 | -13
GPR151 ag | 0.1 | -0.9 | 0.7
FBW7 activator | 0.2 | -0.1 | 0.0
TEAD-YAP inh | 4 | 15 | 3

(listing goes on)
21) O=C1c2cccc3c(N4CCOCC4)ccc(c23)C(=O)N1c1cc(Cl)ccc1O
22) COc1cc(C(=O)NCC(=O)N/N=C(/C)c2ccc([N+](=O)[O-])cc2)cc(OC)c1OC
23) COc1ccc(/C(C)=N/NC(=O)C(C)Nc2ccc(Br)cc2)cc1 (configuration not stated)
24) O=C(Nn1c(-c2ccncc2)nc2ccccc2c1=O)c1ccc(Cl)cc1
25) O=C1N[C@@H](Cc2cnc[nH]2)C(=O)N2CCN(C(=O)c3cc(F)cc(F)c3)C[C@H]12
26) COc1ccc(C(=O)NC(=S)Nc2ccc(S(=O)(=O)N=C(N)N)cc2)cc1
27) COc1ccc2[nH]c3c(=O)n(CCCCC(=O)N4CCCC4)c(=S)[nH]c3c2c1
28) Cc1ccc(C)c(N2CCN(C(=O)c3cnn4c(C)c(Cc5ccccc5Br)c(C)nc34)CC2)c1
29) O=C(O)c1ccc(Nc2ccc(F)c(F)c2)c([N+](=O)[O-])c1
30) COc1ccc(-c2nc(C(N)=O)c3[nH]c(=O)n(-c4cccc(Cl)c4)c3n2)cc1OC

Assay by compound | 21 | 22 | 23 | 24 | 25 | 26 | 27 | 28 | 29 | 30
MITF primary | -4 | 7 | 12 | -9 | 15 | 6 | 7 | 14 | 4 | 15
GPR151 ag | 0.2 | 1.9 | -0.5 | -0.3 | 1.0 | -0.1 | 0.6 | 0.7 | 0.8 | -1.1
FBW7 activator | 0.2 | 0.0 | 0.6 | 0.0 | 0.2 | 0.1 | -0.2 | 0.1 | -0.2 | 1.1
TEAD-YAP inh | 5 | -2 | -3 | -1 | -1 | 4 | 3 | 10 | 8 | 18

31) CC(=O)c1cccc(NC(=O)Nc2ccc([N+](=O)[O-])cc2)c1
32) COc1ccc(-n2c3c(c(=O)[nH]c2=O)C(NC(C)=O)(C(F)(F)F)C(=O)N3)cc1 (configuration not stated)
33) CCOc1cccc2cc(C(N)=O)c(=Nc3ccc(Cl)cc3Cl)oc12
34) CCOC(=O)Cc1csc(NC(=O)c2ccc(C)o2)n1
35) CCOc1nc2sc3c(c2c2ncnn12)CCCC3
36) CC(=O)C(=Nc1ccc(C)cc1C)NNc1ccc(C(N)=O)cc1
37) COc1ccc(-c2nc(Nc3cc(Sc4ccc(F)cc4)cc([N+](=O)[O-])c3)c3ccccc3n2)cc1OC
38) COc1ccc(CC(=O)Nc2cc(-n3cnc(=O)c4ccccc43)ccn2)cc1
39) Cc1c(S(=O)(=O)Nc2ccc(Cl)cc2)c(=O)n(C)c(=O)n1C
40) CC(C)(C)c1ccc(OCCCCNCCO)cc1

Assay by compound | 31 | 32 | 33 | 34 | 35 | 36 | 37 | 38 | 39 | 40
MITF primary | 0 | 0 | -3 | -8 | 15 | -8 | 17 | 3 | 9 | -9
GPR151 ag | -0.5 | -0.1 | -2.0 | 0.2 | -1.8 | -0.2 | 0.5 | 2.2 | 3.1 | 0.1
FBW7 activator | 0.1 | 0.0 | 0.2 | -0.2 | 0.3 | -0.1 | 0.1 | -0.1 | -0.1 | -0.1
TEAD-YAP inh | -1 | 12 | -3 | -1 | -14 | -9 | -10 | 15 | 0 | 1

41) C=CCc1ccccc1OCC(O)Cn1c(CO)nc2ccccc21 (configuration not stated)
42) CCOc1ccc2nc(NC(=O)/C=C/c3ccccc3)sc2c1
43) O=C(N/N=C/c1ccc(O)cc1)c1cc(O)c(O)c(O)c1
44) Cc1ccc(NC(=O)Nc2nnc(N3CCCC3)s2)cc1
45) CC1(C)CC(=O)C(CC(=O)N2CCCCCC2)C(=O)C1
46) CCN(CC)CCN1C(=O)C(O)=C(C(=O)/C=C/c2ccco2)C1c1ccc(OC)cc1 (configuration not stated)
47) Cc1ccc(-n2nc3c(c2NC(=O)c2ccc(Br)cc2)CS(=O)(=O)C3)cc1
48) CCC(C)NC(=O)[C@@H]1CCCN1S(=O)(=O)c1ccccc1C(F)(F)F (some centres not stated)
49) Cc1ccc(C)c(NC(=O)CSc2nnc(-c3ccco3)n2-n2cccc2)c1
50) COc1cc(/C=N\NC(=O)c2cccc3ccccc23)ccc1O

Assay by compound | 41 | 42 | 43 | 44 | 45 | 46 | 47 | 48 | 49 | 50
MITF primary | 11 | 0 | 59* | 12 | -2 | 2 | 1 | -17 | -1 | 3
GPR151 ag | 0.0 | 0.7 | -0.3 | 4.5 | -1.7 | -0.7 | 1.8 | -1.0 | 0.5 | -0.8
FBW7 activator | -0.1 | -0.1 | -0.2 | 0.2 | -0.1 | 0.1 | -0.1 | 0.2 | -0.2 | 0.1
TEAD-YAP inh | 11 | 2 | 8 | 3 | -1 | 5 | -2 | 5 | 4 | -12

3 entries from above, arranged by molar mass, descending.
46) CCN(CC)CCN1C(=O)C(O)=C(C(=O)/C=C/c2ccco2)C1c1ccc(OC)cc1 (configuration not stated)
44) Cc1ccc(NC(=O)Nc2nnc(N3CCCC3)s2)cc1
43) O=C(N/N=C/c1ccc(O)cc1)c1cc(O)c(O)c(O)c1

Assay by compound | 46 | 44 | 43
MITF primary | 2 | 12 | 59*
GPR151 ag | -0.7 | 4.5 | -0.3
FBW7 activator | 0.1 | 0.2 | -0.2
TEAD-YAP inh | 5 | 3 | 8

More entries
51) Cc1ccc(-n2nc3c(c2NC(=O)c2ccco2)CS(=O)C3)cc1 (configuration not stated)
52) CCOC(=O)C1CCN(Cc2ccc(O)c([N+](=O)[O-])c2)CC1
53) COc1cccc(-c2nc(CSCC(=O)N3CCc4ccccc43)c(C)o2)c1
54) Cc1ccc(-c2cc(CC(C)C)nc(N)c2C#N)cc1
55) N#C/C(=C\c1ccc(N2CCOCC2)c([N+](=O)[O-])c1)C(=O)Nc1nccs1
56) COc1cc2nc(-c3ccc(C(N)=O)cc3)nc(Nc3ccc(NC(C)=O)cc3)c2cc1OC
57) COc1cc(NC(=O)c2sc3nc4cc(C)ccc4cc3c2N)cc(OC)c1
58) COc1ccc(/C=C(\C#N)c2ccccn2)cc1OC
59) Cc1cc(C)n2nc(C(=O)OCC(=O)Nc3sc4c(c3C(N)=O)CCC4)nc2n1
60) O=C(Nc1c2c(nn1-c1cccc(Cl)c1)CS(=O)C2)c1ccccc1[N+](=O)[O-] (configuration not stated)

Assay by compound | 51 | 52 | 53 | 54 | 55 | 56 | 57 | 58 | 59 | 60
MITF primary | 1 | 7 | 16 | 3 | 5 | 1 | 7 | -3 | 9 | 1
GPR151 ag | -0.8 | -0.6 | -0.1 | 0.9 | -1.2 | -1.4 | 0.2 | -2.6 | 0.5 | 1.7
FBW7 activator | -0.1 | -0.1 | 0.0 | -0.1 | -0.1 | 0.0 | 0.0 | 0.1 | 0.5 | -0.1
TEAD-YAP inh | -13 | 4 | 3 | 1 | 5 | 3 | 7 | -46 | 0 | -9

61) COc1ccc(C2CC(=O)C3=C(C2)Nc2ccccc2NC3c2ccc(C)c([N+](=O)[O-])c2)cc1OC (configuration not stated)
62) CCC1=NN(C(=O)c2ccc(Br)cc2)C(O)(C(F)(F)F)C1 (configuration not stated)
63) O=C(NCCCNC(=O)c1ccccn1)c1ccccn1
64) O=CN1N=C(c2ccc(Cl)cc2)CC1(O)C(F)(F)F (configuration not stated)
65) O=c1oc2ccc(Cl)cc2n1CN1CCCCCC1
66) O=C(c1cccnc1)n1nc(-c2ccco2)nc1NCc1cccs1
67) COc1ccc(C2C3=C(CC(C)(C)CC3=O)OC3=C2C(=O)CC(C)(C)C3)cc1COc1ccccc1F
68) Cc1ccc(S(=O)(=O)Nc2ccc(C(=O)NC3CCCC3)cc2)cc1
69) O=C(CNC(=S)N(Cc1ccccc1)Cc1ccccc1F)NCc1ccc2c(c1)OCO2
70) N/C(=N\OC(=O)c1cccc(I)c1)c1ccc([N+](=O)[O-])cc1

Assay by compound | 61 | 62 | 63 | 64 | 65 | 66 | 67 | 68 | 69 | 70
MITF primary | -5 | 6 | 5 | 11 | 11 | -1 | 17 | 3 | 15 | 2
GPR151 ag | -1.1 | 0.6 | -0.1 | 1.6 | 0.3 | 0.3 | -1.2 | 4.1 | -1.7 | -0.8
FBW7 activator | 0.0 | 0.0 | -0.4 | 0.1 | 0.5 | -0.1 | 0.2 | -0.1 | 0.7 | -0.1
TEAD-YAP inh | -2 | 5 | -1 | -16 | 5 | -12 | 17 | 5 | -8 | 10

71) Cc1ccc(OCC(=O)N/N=C\c2ccc(N(C)C)cc2)c([N+](=O)[O-])c1
72) Cc1ccc(N=Cc2c(O)n(-c3ccccc3C)c(=O)[nH]c2=O)cc1
73) CCOP(=O)(OCC)c1nc(-c2ccco2)oc1NCc1ccccc1
74) O=C(Cn1c(-c2ccccc2)noc1=O)N(c1ccccc1)c1ccccc1
75) CCOC(=O)NC(=O)COc1ccc(-c2nnco2)cc1
76) Nc1c(C(=O)Nc2ccccc2F)sc2nc3c(cc12)CCCC3
77) Cc1ccc(NC(=O)CN(c2ccccc2C)S(C)(=O)=O)cc1C
78) Cc1ccc(C(=O)NNC(=S)Nc2ccc3c(c2)OCO3)cc1[N+](=O)[O-]
79) Cc1ccc(-c2c(Nc3cccnc3)c(=O)c2=O)cc1C
80) CCOC(=O)c1[nH]c2ccccc2c1NC(=O)c1ccc(S(=O)(=O)N(CC)CC)cc1
81) COc1ccccc1NC(=O)CN(c1cc(Cl)ccc1C)S(C)(=O)=O
82) c1ccc(-c2cc(SCc3cn4ccccc4n3)ncn2)cc1

Assay by compound | 71 | 72 | 73 | 74 | 75 | 76 | 77 | 78 | 79 | 80 | 81 | 82
MITF primary | 5 | 4 | 12 | 4 | -5 | 15 | 4 | 23 | 4 | 4 | 10 | 15
GPR151 ag | 0.8 | 0.1 | 2.7 | 0.4 | 0.2 | -1.0 | -2.0 | 0.4 | -0.8 | -1.0 | 1.4 | 0.3
FBW7 activator | -0.1 | -0.1 | 0.0 | 0.1 | 0.0 | 0.1 | -0.1 | 0.0 | -0.1 | -0.2 | 0.2 | 0.0
TEAD-YAP inh | 3 | 2 | -4 | 11 | 2 | -89 | -2 | 3 | 0 | -10 | 3 | -4
